Assay outcomes deposited in PubChem by The Scripps Research Institute Molecular Screening Center.
LYPLA2 inh: LYPLA2 inhibitors, primary screen, counter-screen for PME1 inhibitor project, biochemical, fluorescence polarization, FP-Rh probe ABPP. inhibition, % at 5.9 µM. 320,000 compounds, 0.38% hits. Acyl-protein thioesterase 2 (Homo sapiens), O95372. recombinant LYPLA2;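 active = inhibition above the screen-wide mean plus 3 SD, limit set per campaign, cut at about 26% in these data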;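 also: 0% = LYPLA2 with DMSO and 100% = wells lacking LYPLA2 enzyme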
Target sequence (O95372 whole entry, looked up): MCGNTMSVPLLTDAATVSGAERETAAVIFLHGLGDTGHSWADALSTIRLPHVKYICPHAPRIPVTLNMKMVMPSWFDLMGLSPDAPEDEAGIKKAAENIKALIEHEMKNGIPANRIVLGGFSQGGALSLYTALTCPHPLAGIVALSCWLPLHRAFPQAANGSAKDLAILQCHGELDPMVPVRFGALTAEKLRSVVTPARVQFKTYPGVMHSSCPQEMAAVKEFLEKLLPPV
PME-1 primary: PME-1 inhibitors via competitive probe labeling, primary screen, biochemical, fluorescence polarization, FP-Rh probe, HTS | Protein phosphatase methylesterase 1 (Homo sapiens), Q9Y570 | recombinant PME-1 | inhibition, % at 5.9 µM | 320,000 compounds, 0.53% hits | AID 2130, 2009;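 active = inhibition above the campaign mean of all compounds plus 3 SD, cut at about 26% in these data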;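 also: competitive labeling of PME-1 active site by serine hydrolase directed probe; 0% = PME-1 with DMSO and 100% = wells lacking PME-1 enzyme; inhibitors block probe labeling so polarization falls and inhibition rises; many of its hits are not listed in these tables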
Target sequence (Q9Y570 whole entry, looked up): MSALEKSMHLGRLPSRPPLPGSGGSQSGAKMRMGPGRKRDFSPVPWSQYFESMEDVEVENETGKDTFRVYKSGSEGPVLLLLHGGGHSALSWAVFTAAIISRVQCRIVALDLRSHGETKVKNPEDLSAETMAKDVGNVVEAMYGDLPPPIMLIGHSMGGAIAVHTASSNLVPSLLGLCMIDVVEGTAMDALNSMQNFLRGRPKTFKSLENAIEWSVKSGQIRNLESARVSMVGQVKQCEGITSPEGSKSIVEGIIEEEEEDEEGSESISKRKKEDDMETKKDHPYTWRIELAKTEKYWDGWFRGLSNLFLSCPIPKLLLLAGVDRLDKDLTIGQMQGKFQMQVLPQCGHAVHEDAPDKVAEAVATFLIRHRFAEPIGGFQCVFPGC
LYPLA1 counter: LYPLA1 inhibitors, primary screen, counter-screen for PME1 inhibitor project, biochemical, fluorescence polarization, FP-Rh probe ABPP. AID 2174, 2009. recombinant LYPLA1. inhibition, % at 5.9 µM. 320,000 compounds, 0.16% hits;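 active = inhibition above the mean of all tested compounds plus 3 SD, set per campaign, cut at about 14% in these data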;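 also: inhibitors block serine hydrolase probe labeling of LYPLA1 so polarization falls; 0% = enzyme with DMSO and 100% = wells lacking LYPLA1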
Target sequence (O75608 whole entry, looked up): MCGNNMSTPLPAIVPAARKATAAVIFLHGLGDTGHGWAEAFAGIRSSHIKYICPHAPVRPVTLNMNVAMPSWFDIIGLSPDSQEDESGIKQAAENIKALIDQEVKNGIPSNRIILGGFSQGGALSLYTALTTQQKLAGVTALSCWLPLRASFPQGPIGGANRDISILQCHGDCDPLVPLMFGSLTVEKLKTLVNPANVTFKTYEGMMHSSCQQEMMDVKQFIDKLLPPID
GSTO1 inh: inhibitors of recombinant GSTO1, primary screen, counter-screen for RBBP9 inhibitor project, biochemical, fluorescence polarization; 300,000 compounds, 1.1% hits; inhibition, % at 5.96 µM; AID 1974, 2009; activity-based probe fluorescence polarization; Glutathione S-transferase omega-1 (Homo sapiens), P78417;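 active = inhibition above the campaign mean inhibition plus 3 SD, cut at about 35% in these data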;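 also: 0% = GSTO1-1 with DMSO and 100% = wells lacking GSTO1-1 enzyme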
PREPL inh: PREPL enzyme inhibitors, primary screen, biochemical, fluorescence polarization. Prolyl endopeptidase-like (Homo sapiens), Q4J6C6. recombinant PREPL, fluorescence polarization activity-based probe. inhibition, % at 5.96 µM. 320,000 compounds, 0.68% hits. AID 2751, 2010; in the data active = inhibition above about 43%;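 also: 0% = enzyme with DMSO and 100% = wells lacking enzyme; many of its hits are not listed in these tables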
PAFAH1B2 inh: PAFAH1B2 enzyme inhibitors, primary screen, biochemical, fluorescence polarization, human. Platelet-activating factor acetylhydrolase IB subunit alpha2 (Homo sapiens), P68402. recombinant PAFAH1B2, FP-rhodamine activity probe. inhibition, % at 3.39 µM. 340,000 compounds, 1.2% hits;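 active = inhibition above the mean of all tested compounds plus 3 SD, cut at about 24% in these data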;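 also: 0% = enzyme with DMSO and 100% = wells lacking PAFAH1B2; many of its hits are not listed in these tables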
Target sequence (P68402 whole entry, looked up): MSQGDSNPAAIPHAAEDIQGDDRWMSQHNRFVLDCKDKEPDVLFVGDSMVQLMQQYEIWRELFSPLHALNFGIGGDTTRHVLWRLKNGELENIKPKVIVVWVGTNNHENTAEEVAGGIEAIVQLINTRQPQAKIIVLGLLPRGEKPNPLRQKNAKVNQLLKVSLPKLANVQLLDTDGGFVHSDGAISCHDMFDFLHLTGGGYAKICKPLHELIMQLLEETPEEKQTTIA
PAFAH1B3 inh: PAFAH1B3 enzyme inhibitors, primary screen, biochemical, fluorescence polarization, human; AID 492972, 2010; Platelet-activating factor acetylhydrolase IB subunit alpha1 (Homo sapiens), Q15102; 340,000 compounds, 0.28% hits; recombinant PAFAH1B3, FP-rhodamine probe; inhibition, % at 3.39 µM;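 active = inhibition above the screen-wide average of all tested compounds plus 3 SD, cut at about 25% in these data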;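 also: 0% = enzyme with DMSO only and 100% = wells lacking PAFAH1B3 protein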
PAD4 inh: human PAD4 inhibitors, primary screen, biochemical, fluorescence polarization, 1536-well format; Protein-arginine deiminase type-4 (Homo sapiens), Q9UM07; recombinant PAD4, RCA probe fluorescence polarization; inhibition, % at 6.36 µM; 330,000 compounds, 0.41% hits; AID 485272, 2010;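 active = percent inhibition above a cutoff equal to the mean of all tested compounds plus 3 SD, cut at about 15% in these data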;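 also: 0% = PAD4 with RCA probe and DMSO and 100% = probe without PAD4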
pPAFAH inh: pPAFAH enzyme inhibitors, primary screen, biochemical, fluorescence polarization, human. Platelet-activating factor acetylhydrolase (Homo sapiens), Q13093. inhibition, % at 3.39 µM. recombinant pPAFAH, FP-rhodamine probe fluorescence polarization. AID 463082, 2010. 330,000 compounds, 1.5% hits;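 active = inhibition above the mean inhibition across the screen plus 3 SD, cut at about 25% in these data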;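 also: inhibitors block binding of the rhodamine activity-based probe so polarization drops; 0% = enzyme with DMSO and 100% = wells lacking pPAFAH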
* = called active by the depositor; / = not tested or not shown. This is a subset; count on the stated rates, not on these rows.

#	Structure	LYPLA2 inh	PME-1 primary	LYPLA1 counter	GSTO1 inh	PREPL inh
1	CN1CC(=O)N(CC(=O)Nc2ccc3c(c2)CCC3)C1=O	7	-4	5	-1	-91
2	Cc1ccc(N2C(=O)NC(NC(=O)c3ccc(Cl)cc3)(C(F)(F)F)C2=O)cc1 (configuration not stated)	-7	-2	-2	-2	4
3	CC1CC1C(=O)OCC(=O)NNC(=O)c1ccc([N+](=O)[O-])cc1 (configuration not stated)	0	5	-1	/	7
4	Cn1c(CC(=O)Nc2ccc(Cl)c(Cl)c2)nnc1SCC(=O)N1CCN(c2ccccc2)CC1	2	-1	-4	-6	25
5	Cc1ccc(S(=O)(=O)CCC(=O)N(C)C2CCCCC2)cc1	2	-1	0	-1	10
6	COc1ccc(C(=O)Nc2ccc(Cl)cc2C(=O)N2CCOCC2)cc1	2	2	-1	1	-1
7	COc1cccc2cc(C(=O)NCc3ccc(C)cc3)c(=O)oc12	6	-3	3	5	13
8	COCCN(C(=O)C(C)C)c1nnc(-c2cccc(C)c2)s1	1	-1	1	3	-4
9	COc1ccc(C(=O)CSc2nc3ccccc3n2CC(=O)c2ccccc2)cc1	-7	7	-5	10	-17
10	COc1ccc(OC)c(C(C)NC(=O)c2ccco2)c1 (configuration not stated)	0	-3	3	-7	-2

#	PAFAH1B2 inh	PAFAH1B3 inh	PAD4 inh	pPAFAH inh
1	0	4	0	9
2	7	4	-2	-2
3	-2	9	-4	6
4	17	3	-5	7
5	9	5	-1	2
6	-2	7	-1	2
7	5	7	3	2
8	5	0	1	4
9	-3	-2	0	0
10	-3	-2	-6	3

Following part:
#	Structure	LYPLA2 inh	PME-1 primary	LYPLA1 counter	GSTO1 inh	PREPL inh
11	COc1cccc(OC)c1C(=O)Nc1ccc(CN2CCCCC2)cc1	2	5	-2	5	3
12	COc1ccc(CC(=O)NCc2ccc3c(c2)cc(C)n3C)cc1	4	10	4	4	22
13	CCN(C[C@H]1N[C@@](Cc2ccccc2)(C(=O)OC)[C@H]2C(=O)N(Cc3ccccc3)C(=O)[C@@H]12)C(=O)NC(C)C	/	/	/	/	17
14	COc1ccc(OC)c(NC(=O)CCc2nnc3ccc(N4CCC(C)CC4)nn23)c1	1	2	4	4	24
15	CCc1cc2cccc(C)c2nc1SCC(=O)Nc1cc(C)on1	-3	-8	-1	-6	-6
16	CCOc1ccc(Cn2c(=O)sc3ccccc32)cc1OC	6	9	3	-6	26
17	Cc1ccc(/C=C2\NC(=S)NC2=O)cc1[N+](=O)[O-]	10	-2	3	-1	0
18	CS(=O)(=O)N(CC(N)=O)c1cccc(Br)c1	-6	-5	1	9	-7
19	COc1ccccc1CCC(=O)N(C)C1CCCN(Cc2ccccc2F)C1 (configuration not stated)	1	10	2	-3	3
20	CC(=O)ON1C(C)(C)Cc2noc(N)c2C1(C)C	2	2	-4	3	-4

#	PAFAH1B2 inh	PAFAH1B3 inh	PAD4 inh	pPAFAH inh
11	2	0	-4	-2
12	7	9	5	15
13	0	5	-2	-6
14	4	-2	1	7
15	8	1	2	-3
16	1	1	-3	4
17	-2	4	-6	3
18	4	3	-3	-4
19	1	6	-2	2
20	2	2	1	2

Pulled one by one from the list above:
#	Structure	LYPLA2 inh	PME-1 primary	LYPLA1 counter	GSTO1 inh	PREPL inh
14	COc1ccc(OC)c(NC(=O)CCc2nnc3ccc(N4CCC(C)CC4)nn23)c1	1	2	4	4	24
16	CCOc1ccc(Cn2c(=O)sc3ccccc32)cc1OC	6	9	3	-6	26
12	COc1ccc(CC(=O)NCc2ccc3c(c2)cc(C)n3C)cc1	4	10	4	4	22

#	PAFAH1B2 inh	PAFAH1B3 inh	PAD4 inh	pPAFAH inh
14	4	-2	1	7
16	1	1	-3	4
12	7	9	5	15

Next results follow:
#	Structure	LYPLA2 inh	PME-1 primary	LYPLA1 counter	GSTO1 inh	PREPL inh
21	CCc1ccccc1NC(=S)N(CCN(C)C)C(C)c1ccccn1 (configuration not stated)	1	2	3	-1	10
22	O=C(Nc1ccc2oc(-c3cccnc3)nc2c1)c1ccc(Br)o1	-4	-16	-2	-4	-20
23	C=CCOc1ccc2nnc(C)n2n1	-4	3	-1	5	-2
24	CCCN1CCN(C(=O)CCNC(=O)Cn2cnc3ccccc3c2=O)CC1	0	-7	0	-2	1
25	Cc1cc(C)nc(NS(=O)(=O)c2ccc(NC(=O)c3cc4c(=O)n5cccc(C)c5nc4n3C)cc2)n1	9	-4	-3	3	3
26	CCCCNC(=O)NS(=O)(=O)c1ccc(C)cc1	4	-1	5	5	6
27	COC(=O)c1ccccc1NC(=O)C(C)n1nc(C)c2c(C)n(-c3ccccc3)nc2c1=O (configuration not stated)	2	-4	4	2	-1
28	CC(=O)C1=C(O)CC(C)(C)CC1=NCCc1nc2ccccc2[nH]1	-4	-2	-1	2	10
29	Cc1nnc(SCC(=O)c2cc(C)n(-c3ccc4c(c3)OCO4)c2C)s1	9	-2	2	-3	3
30	CC(=O)N/C(=C\c1cccc([N+](=O)[O-])c1)C(=O)NC(C)C	7	-2	4	0	7

#	PAFAH1B2 inh	PAFAH1B3 inh	PAD4 inh	pPAFAH inh
21	-1	-1	-6	4
22	-4	-1	-8	-6
23	-8	2	1	3
24	0	5	4	5
25	3	10	-6	12
26	0	4	3	3
27	4	-2	-4	7
28	2	8	-5	-1
29	-4	10	-2	15
30	-2	9	-5	2

Next section.
#	Structure	LYPLA2 inh	PME-1 primary	LYPLA1 counter	GSTO1 inh	PREPL inh
31	O=C1CC(Sc2ccc(Cl)cc2)C(=O)N1c1ccc2c(c1)OCCO2 (configuration not stated)	1	0	-1	-1	-13
32	Cc1cccc(NC(=O)Cn2cccc2)c1	3	5	-1	13	4
33	COc1cc(C)nc(Oc2ccc(/C=N/O)cc2)n1	-2	0	0	1	13
34	CCOc1ccc(S(=O)(=O)Nc2cc(C)ccn2)c2ccccc12	5	1	-3	4	8
35	CCOc1cc(C(=O)Nc2cc(OC)cc(OC)c2)ccc1OCC(=O)N1CCOCC1	-7	10	-3	/	8
36	CCCCNC(=O)Nc1c(C(=O)OC)[nH]c2ccc(C)cc12	1	0	0	2	1
37	CSc1ccc(-c2cc(=O)c3ccccc3o2)cc1	-5	-17	-7	-23	-6
38	Nc1nc(N)nc(-c2ccccn2)n1	5	4	1	9	6
39	CC1CCCC(NC(=O)COC(=O)/C=C/c2ccc3c(c2)OCO3)C1C (configuration not stated)	-2	1	-4	2	2
40	O=C(N/N=C/c1cccs1)c1ccc(-n2cccc2)cc1	-14	-14	-12	-9	3

#	PAFAH1B2 inh	PAFAH1B3 inh	PAD4 inh	pPAFAH inh
31	12	12	-1	5
32	5	0	-2	1
33	-1	7	-4	1
34	8	5	-1	-5
35	-3	4	3	-5
36	2	2	-2	2
37	-4	12	3	1
38	0	10	6	0
39	4	1	1	4
40	4	2	-12	0

Continued.
#	Structure	LYPLA2 inh	PME-1 primary	LYPLA1 counter	GSTO1 inh	PREPL inh
41	CCN1CCN(C(=O)Nc2cc(Cl)ccc2OC)CC1	-4	-1	-4	4	4
42	O=C1/C(=C/c2ccccn2)SC(=S)N1c1cccc(O)c1	-10	7	-4	11	-2
43	Cc1ccc(C2NNC(=O)C2NC(=O)c2ccccc2)cc1 (configuration not stated)	-5	3	-6	3	-2
44	CCOC(=O)C1(CCOc2ccccc2)CCN(Cc2cccn2-c2cccnc2)CC1	-6	2	2	-10	-35
45	COc1ccc(OC)c(NC(=O)NNC(=O)c2cc3occc3[nH]2)c1	1	-8	-1	-10	8
46	COc1ccc(/C=C/C(=O)OCC(=O)N2CC(=O)Nc3ccccc32)cc1S(=O)(=O)N1CCOCC1	6	-2	1	1	23
47	COc1cc(/C=C2/C(=O)NN(c3ccccc3)C2=O)cc(Br)c1O	3	-8	3	-2	-2
48	COc1cc(C(C)=O)ccc1OCC(O)CN(CCO)Cc1ccccc1 (configuration not stated)	7	7	1	4	4
49	COc1ccc2nc(NC(=O)CN(c3ccc(C)cc3)S(=O)(=O)c3c(C)nn(C)c3C)sc2c1	-14	-9	-9	-5	0
50	CN1CCCN(C(=O)c2cc(-c3ccc(Cl)c(Cl)c3Cl)nc3ccccc23)CC1	5	2	2	7	20

#	PAFAH1B2 inh	PAFAH1B3 inh	PAD4 inh	pPAFAH inh
41	-1	-3	2	-2
42	1	7	-2	24
43	-1	3	-8	-1
44	4	6	-3	1
45	1	1	-3	2
46	11	6	-5	-6
47	1	10	-3	6
48	-3	-3	1	32*
49	2	-3	2	-4
50	2	7	-5	0

Carrying on:
#	Structure	LYPLA2 inh	PME-1 primary	LYPLA1 counter	GSTO1 inh	PREPL inh
51	Cc1ccc(C(C)C)c(OCC(=O)Nc2ccc(N3CCN(S(C)(=O)=O)CC3)cc2)c1	8	-3	3	0	2
52	O=C(Cc1c(F)cccc1Cl)Nc1nc2ccccc2s1	2	-8	-1	-8	2
53	Cc1ccc2c(c1)N(C(=O)CSc1nncn1C)C(C)(C)c1ssc(=S)c1-2	-1	7	4	-4	3
54	COc1ccc(C(=O)Nn2c(SCC(=O)NCC3CCCO3)nc3ccccc3c2=O)cc1 (configuration not stated)	5	-9	-3	2	5
55	COc1ccc(OC)c(N/C=C/C(=C(C#N)C#N)N(C)C)c1	1	3	0	-2	14
56	COCCNc1nc2nonc2nc1N1CCCC1c1nccs1 (configuration not stated)	-1	0	1	1	9
57	c1ccc(CSc2nnc(-c3ccco3)c(-c3ccco3)n2)cc1	2	15	-6	60*	23
58	N#Cc1ccc(NC(=O)COC(=O)C2=COCCO2)cc1	2	-4	1	14	6
59	Cc1c(Cl)cccc1NC(=O)CSc1nnc(C)n1CC1CCCO1 (configuration not stated)	2	5	2	2	-8
60	Cc1oc2c(O)c(O)ccc2c(=O)c1-c1ccccc1	-5	4	-5	22	9

#	PAFAH1B2 inh	PAFAH1B3 inh	PAD4 inh	pPAFAH inh
51	6	0	0	-1
52	6	5	-11	2
53	4	5	13	4
54	6	2	-5	14
55	/	/	-2	-8
56	1	5	3	1
57	14	17	-4	62*
58	-2	4	2	5
59	4	1	-3	4
60	9	7	3	19

3 compounds from above, sorted by length of the SMILES, low to high:
#	Structure	LYPLA2 inh	PME-1 primary	LYPLA1 counter	GSTO1 inh	PREPL inh
56	COCCNc1nc2nonc2nc1N1CCCC1c1nccs1 (configuration not stated)	-1	0	1	1	9
52	O=C(Cc1c(F)cccc1Cl)Nc1nc2ccccc2s1	2	-8	-1	-8	2
55	COc1ccc(OC)c(N/C=C/C(=C(C#N)C#N)N(C)C)c1	1	3	0	-2	14

#	PAFAH1B2 inh	PAFAH1B3 inh	PAD4 inh	pPAFAH inh
56	1	5	3	1
52	6	5	-11	2
55	/	/	-2	-8
